Screens (PubChem)
14-3-3 Bad PPI: inhibitors of 14-3-3 zeta/Bad binding, primary screen, biochemical, TR-FRET, bovine 14-3-3 zeta | 14-3-3 protein zeta/delta (Bos taurus), P63103 | hit rate 0.71% among 220,000 | inhibition, % at 21.7 µM | TR-FRET 14-3-3zeta/Dy647-pBad peptide displacement, 1 h | AID 781, 2007;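 active = inhibition above about 70%, limit read from the data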;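 also: 0% = full 14-3-3 plus peptide FRET controls and 100% = background without 14-3-3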
Target sequence (P63103 whole entry, looked up): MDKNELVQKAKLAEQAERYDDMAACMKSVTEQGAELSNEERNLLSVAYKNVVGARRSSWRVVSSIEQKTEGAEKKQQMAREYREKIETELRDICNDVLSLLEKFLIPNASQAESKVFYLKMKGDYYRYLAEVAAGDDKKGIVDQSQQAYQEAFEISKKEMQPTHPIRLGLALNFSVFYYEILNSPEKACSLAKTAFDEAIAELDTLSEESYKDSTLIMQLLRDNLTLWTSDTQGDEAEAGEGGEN
Hck Nef HTS: inhibitors of Nef-activated human Hck kinase, primary screen, biochemical, Z-Lyte FRET, 384-well, Hck-YEEI; Tyrosine-protein kinase HCK (Homo sapiens), P08631; Recombinant Hck-YEEI plus Nef, Z-Lyte FRET kinase assay; inhibition, % at 20 µM; hit rate 0.68% among 220,000; AID 463187, 2010;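 active = Hck-Nef kinase inhibition above about 50%, limit read from the data; inactive = inhibition below that limit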;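 also: 0% = DMSO with Hck plus Nef and 100% = Hck alone without Nef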
Target sequence (P08631 whole entry, looked up): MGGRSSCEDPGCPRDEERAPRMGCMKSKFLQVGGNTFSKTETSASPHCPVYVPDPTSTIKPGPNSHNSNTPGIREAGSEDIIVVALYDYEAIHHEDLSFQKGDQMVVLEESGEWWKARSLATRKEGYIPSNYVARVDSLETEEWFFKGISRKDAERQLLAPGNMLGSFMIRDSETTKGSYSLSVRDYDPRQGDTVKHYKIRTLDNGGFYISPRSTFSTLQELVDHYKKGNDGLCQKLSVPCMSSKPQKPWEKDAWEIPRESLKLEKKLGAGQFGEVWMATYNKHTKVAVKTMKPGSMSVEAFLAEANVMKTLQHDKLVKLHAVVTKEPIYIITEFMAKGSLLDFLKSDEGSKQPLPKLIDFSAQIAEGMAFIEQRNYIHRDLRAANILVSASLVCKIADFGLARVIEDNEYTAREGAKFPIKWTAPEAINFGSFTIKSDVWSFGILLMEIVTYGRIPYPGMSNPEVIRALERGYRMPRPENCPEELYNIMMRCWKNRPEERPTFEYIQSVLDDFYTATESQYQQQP
Runt-CBFb FRET: inhibitors of RUNX1 Runt–CBFb binding, primary screen, biochemical, FRET, Cerulean-Runt, Venus-CBFb, uHTS; Cerulean-Runt/Venus-CBFb FRET ratio 530/480, 1 h; inhibition, % at 20 µM; Runt-related transcription factor 1 (Homo sapiens) + Core-binding factor subunit beta …; AID 1496, 2009; hit rate 0.46% among 220,000;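 active = inhibition over about 50% at 20 µM in the single-dose screen, limit read from the data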;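 also: 0% = DMSO wells and 100% = excess unlabeled CBFb competitor control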
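System: Cerulean-labeled Runt domain protein | Quantity: 100 nM of each labeled protein | Schedule: 1 h compound exposure, room temperature | Detection: Fluorescence energy transfer, 422 nm excitation, 530/480 nm emission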
Thrombin inh: human alpha-thrombin inhibitors, primary screen, counter-screen for coagulation protease inhibitor project, biochemical, 1536-well, fluorogenic AMC substrate | Prothrombin (Homo sapiens), P00734 | Boc-VPR-AMC fluorogenic substrate cleavage | inhibition, % at 5 µM | hit rate 0.26% among 220,000;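 active = inhibition at or above 40%; inactive = inhibition below 40%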;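 also: 0% = enzyme with no compound and 100% = wells without enzyme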
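System – human alpha-thrombin protein · Reagent – Boc-VPR-AMC substrate, 15 µM final · Compound – 5 µM single dose in 0.2% DMSO · Schedule – reaction at room temperature · Technique – AMC fluorescence at 355 nm excitation and 460 nm emission · Read-out basis – % inhibition relative to enzyme controls and enzyme-free blanks · Control set – no-compound enzyme wells and no-enzyme blanks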
FXIIa inh 1536: human FXIIa protease inhibitors, primary screen, biochemical, 1536-well | inhibition, % at 5 µM | Coagulation factor XII (Homo sapiens), P00748 | hit rate 0.3% among 220,000 | purified FXIIa, Boc-QGR-AMC fluorogenic substrate, 2 h | AID 800, 2007; in the data active = inhibition above about 40%;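 also: 0% = enzyme with no compound and 100% = blank without enzyme; many of its hits are not listed in these tables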
Runt-SMMHC FRET: inhibitors of RUNX1 Runt–CBFb-SMMHC binding, primary screen, biochemical, FRET, Cerulean-Runt, Venus-CBFb-SMMHC, uHTS; Runt-related transcription factor 1 (Homo sapiens) + Core-binding factor subunit beta …; Cerulean-Runt/Venus-CBFb-SMMHC FRET ratio 530/480, 1 h; inhibition, % at 20 µM; hit rate 0.74% among 220,000; AID 1434, 2008;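 active = mean inhibition across duplicate retests at 20 µM reaching about 50%, limit read from the data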;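 also: 0% = DMSO wells and 100% = wells with excess untagged CBFb-SMMHC; inhibitors lower the FRET ratio by blocking Runt binding to CBFb-SMMHC; some results filed as inactive read as strong as hits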
FXIa inh 1536: human FXIa protease inhibitors, primary screen, biochemical, 1536-well; Coagulation factor XI (Homo sapiens), P03951; purified FXIa, Boc-Glu-Ala-Arg-AMC fluorogenic substrate; inhibition, % at 5 µM; hit rate 0.14% among 220,000;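 active = inhibition of at least 40%; inactive = inhibition below 40%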;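 also: fluorescence of freed AMC excited at 355 nm; 0% = enzyme without compound and 100% = no enzyme blank; many of its hits are not listed in these tables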
Wee1 degr inh: Wee1 degradation inhibitors, primary screen, cell-based, HeLa, Wee1K328M-luciferase, luminescence; reporter increase, % at 5 µM; hit rate 1.2% among 220,000; HeLa Luc-Wee1K328M stability; 100% = proteasome inhibitor MG132 effect;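 active = activation above the mean of all tested compounds plus 3 SD, set per screening run, cut at about 8.8% in these data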;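 also: cells exposed to compound for 20 h before luminescence read; 0% = DMSO alone and 100% = MG132 at 30 µM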
KLK5 inh: human KLK5 protease inhibitors, primary screen, biochemical, 1536-well. Kallikrein-5 (Homo sapiens), Q9Y337. recombinant hK5, fluorogenic AMC substrate cleavage. inhibition, % at 5 µM. hit rate 0.59% among 210,000. AID 873, 2007;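 active = inhibition of 40% or more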;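 also: 0% = enzyme controls without compound and 100% = no-enzyme blanks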
Target sequence (Q9Y337 67-293 limits assumed): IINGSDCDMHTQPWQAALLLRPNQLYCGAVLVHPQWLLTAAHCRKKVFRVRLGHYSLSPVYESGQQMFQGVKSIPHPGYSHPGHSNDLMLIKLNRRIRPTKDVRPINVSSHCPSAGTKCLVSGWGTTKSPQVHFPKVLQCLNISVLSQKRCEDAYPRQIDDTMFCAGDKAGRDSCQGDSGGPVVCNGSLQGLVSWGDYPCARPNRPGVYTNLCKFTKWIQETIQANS
Numbers without * were called inactive; nt = no result given; [ ] = another dose, or the depositor's remark.

SMILES	14-3-3 Bad PPI	Hck Nef HTS	Runt-CBFb FRET	Thrombin inh	FXIIa inh 1536	Runt-SMMHC FRET	FXIa inh 1536	Wee1 degr inh	KLK5 inh
COc1ccc(-c2nnc(SCC(=O)NC(C)c3ccccc3)o2)cc1 (centres undefined)	4	10	-1	-9	10	3	-3	-2	19
CC1(C)CC(=O)C(Sc2ccc(Br)cc2)=C(O)C1	-5	15	3	-26	3	-2	-8	-2	-4
Cc1nc(CS(=O)(=O)c2ccccn2)sc1C(=O)NNC(=O)c1ccccc1	-2	14	-1	0	3	-2	0	2	4
CCOc1ccccc1Cn1c(=O)oc2ccc(C)cc21	-9	2	-3	-3	9	1	-2	0	23
CN(C)c1ccc(C(CNC(=O)c2ccccc2)c2c[nH]c3ccccc23)cc1 (centres undefined)	3	6	4	1	13	4	17	2	-7
Cc1ccc(OCC(=O)N/N=C/c2cc([N+](=O)[O-])ccc2N2CCCCC2)cc1	6	5	-7	1	4	-11	4	1	-7
COc1cccc(NC(=O)Nc2cc(C(=O)O)ccc2C)c1	-7	20	0	-1	10	-8	-1	-1	3
CCC(C)(C)NC(=O)C(C)OC(=O)c1nsc(Cl)c1Cl (centres undefined)	1	6	0	1	15	4	9	-3	-6
C/C(CC(=O)Nc1c(C)cc(C)cc1C)=N\NC(=O)OC(C)(C)C	3[fluorescence artefact?]	2	0	-3	-1	2	-5	-1	-9
COC(=O)c1ccccc1NCCO	12	28	0	-5	-1	4	-4	1	-1
COc1ccc(C2=NN3C(=O)c4c(ccc(OC)c4OC)C3C2)cc1 (centres undefined)	2	2	2	-6	17	1	0	-2	-15
CCSc1nnc(NC(=O)c2cc(-c3ccccc3O)n[nH]2)s1	2	25	1	-1	3	-2	3	-3	-14
COc1ccc2nc(SCC(=O)Nc3ccc(S(=O)(=O)N4CCCC4)cc3)c(C#N)cc2c1	-21[fluorescence artefact?]	3	2	-3	12	2	5	2	-1
CN(CC(=O)N1CCN(c2ccc(F)cc2)CC1)S(=O)(=O)c1ccc(F)cc1	27	-1	1	6	13	-3	8	-1	-16
CCCC(=O)Nc1ccc(C(=O)NCCc2ccc(F)cc2)cc1	14	2	3	-11	13	1	9	1	-5
CC1=CC2=NC(=O)/C(=C\c3ccc(-c4ccc(Cl)cc4)o3)C(=N)N2O1	-2	4	-319	-10	9	-137	7	3	-16
COc1ccccc1NC(=S)NC(=O)/C=C/c1cccs1	-5	3	1	3	5	0	-3	5	-17
Cc1cnn(-c2cc(N/N=C/c3ccc(F)cc3)ncn2)c1	6	8	2	-3	9	3	3	0	6
CN(c1ccccc1)S(=O)(=O)c1cccc(C(=O)OCC(=O)NCc2ccc3c(c2)OCO3)c1	1[fluorescence artefact?]	1	1	-14	12	2	5	1	-9
CCOCCCNC(=O)CN1C(=O)/C(=C/c2ccccc2)Sc2ccccc21	-10	-13	0	0	10	4	5	3	-6

A section from further up:
SMILES	14-3-3 Bad PPI	Hck Nef HTS	Runt-CBFb FRET	Thrombin inh	FXIIa inh 1536	Runt-SMMHC FRET	FXIa inh 1536	Wee1 degr inh	KLK5 inh
COc1ccc(-c2nnc(SCC(=O)NC(C)c3ccccc3)o2)cc1 (centres undefined)	4	10	-1	-9	10	3	-3	-2	19
CC1(C)CC(=O)C(Sc2ccc(Br)cc2)=C(O)C1	-5	15	3	-26	3	-2	-8	-2	-4
Cc1nc(CS(=O)(=O)c2ccccn2)sc1C(=O)NNC(=O)c1ccccc1	-2	14	-1	0	3	-2	0	2	4
CCOc1ccccc1Cn1c(=O)oc2ccc(C)cc21	-9	2	-3	-3	9	1	-2	0	23
CN(C)c1ccc(C(CNC(=O)c2ccccc2)c2c[nH]c3ccccc23)cc1 (centres undefined)	3	6	4	1	13	4	17	2	-7

The list continues:
SMILES	14-3-3 Bad PPI	Hck Nef HTS	Runt-CBFb FRET	Thrombin inh	FXIIa inh 1536	Runt-SMMHC FRET	FXIa inh 1536	Wee1 degr inh	KLK5 inh
CCCOc1cccc(-c2cc(C(=O)NN)c3ccccc3n2)c1	9[fluorescence artefact?]	-2	-6	-5	12	2	8	6	-13
O=C(O)c1cc(N/N=C/C=C/c2ccccc2[N+](=O)[O-])ccc1Cl	4	6	3	-1	5	-2	24	-1	1
CN1CCN(C(=O)C2=C[C@H](c3ccc(Br)cc3)C[C@H](OCCCCO)O2)CC1	-6	-4	-2	0	11	3	1	0	1
COc1ccc(Cl)cc1NC(=O)CN1C(=O)CCS(=O)(=O)c2ccccc21	-3	0	1	0	9	4	-1	-4	4
CSCCC(NC(=O)c1ccccc1Br)C(=O)N1CCC(C)CC1 (centres undefined)	-8	21	-3	-4	9	0	0	-2	2
C/C(Cn1cnc([N+](=O)[O-])n1)=N\NC(=O)c1ccc(F)cc1	-3	0	0	-4	7	2	1	1	-7
O=C(COC(=O)c1cnccn1)NCc1ccc2c(c1)OCO2	2	1	-1	-1	7	1	3	-1	0
COC(=O)Cn1nc(-c2ccccc2)n(-c2ccccc2)c1=S	2	-1	-1	4	27	1	1	-2	0
COc1cc(CNCCc2ccccc2F)ccc1OCC(=O)N1CCCCC1	-1	24	1	-5	3	0	5	-3	-9
CC1CCCN(C(=O)CSc2nnc3n(C4CCCC4)c(=O)c4ccccc4n23)C1 (centres undefined)	-13	2	-4	3	5	2	4	-2	-7
COc1ccc(NC(=O)c2cc(OC)c(OC)c(OC)c2Br)cc1OC	0	2	-2	-3	3	-2	-1	5	-2
CCOc1ccc(N(C(C)C(=O)NC2CCCCCC2)S(C)(=O)=O)cc1 (centres undefined)	4	0	1	-7	1	0	-10	-3	2
O=C(CCCN1C(=O)c2cccc3cccc(c23)C1=O)N1CCN(c2ccc(F)cc2)CC1	1	8	-4	2	6	1	-5	1	8
Cn1c(=O)[nH]c(=O)c2[nH]c(NCCCN3CCOCC3)nc21	-15[fluorescence artefact?]	6	2	-4	-13	-3	0	0	-9
C=CCc1c(C)nc(-c2ccccc2)nc1Nc1ccccc1O	-23	2	-1	-2	10	-5	5	2	1
Cc1ccc(Cn2nnnc2CN2CCC(NC(=O)c3ccc(Br)cc3)CC2)cc1	-4	7	-2	-1	10	-4	-2	0	-13
CCCc1cc(=O)[nH]c(SCC(=O)NC2CCCc3ccccc32)n1 (centres undefined)	8	25	2	4	16	3	4	1	9
O=S(=O)(Cc1ccccc1)c1cnc2ccccc2n1	21	0	2	-6	8	0	0	-2	0
O=C(Cc1ccc(-n2c(=O)[nH]c3ccsc3c2=O)cc1)NCc1cccnc1	-5	2	2	-8	0	-5	1	-4	-9
COc1ccc(CC(=O)N2CCN(C(=O)c3ccco3)CC2)cc1	1[fluorescence artefact?]	-3	2	2	19	-5	6	-2	-4
CC(C)CNC(=O)COC(=O)CNC(=O)c1cc(Cl)cc([N+](=O)[O-])c1	3[fluorescence artefact?]	-1	-1	15	14	-1	15	1	22
COc1ccc(CCn2c(-c3ccco3)nc3ccccc3c2=O)cc1OC	-26	1	-1	-1	5	0	1	-3	-15
CC(CN1CCOCC1)c1ccccc1 (centres undefined)	71*	1	nt	2	21	-11	4	12*	-2
N=C(c1ccc([N+](=O)[O-])cc1)N1CCCCCC1	-3	11	0	1	6	2	-4	0	-8
CCC(C(=O)Nc1sc(C(N)=O)c(C)c1C(=O)OC)c1ccccc1 (centres undefined)	-3	26	2	2	7	-10	3	2	2
CCOC(=O)N1CCc2c(sc3c2c(=O)n(Cc2ccccc2)c(=O)n3Cc2ccccc2F)C1	-2	-10	-1	-2	10	0	3	0	-10
Nc1[nH][nH]c(=O)c1N=Nc1ccc2c(c1)OCO2	-11	26	5	-3	12	0	5	9.0*	12
COCCCNC(=O)CCn1c(=O)c2ccccc2n(CC(=O)NCCC2=CCCCC2)c1=O	-18	23	0	-15	4	-9	-3	0	-1
O=C(CC1CCCC1)Nc1ccc2c(c1)CCC2	-1[fluorescence artefact?]	1	-4	3	10	-2	2	0	-10
O=C(CNC(=O)c1ccccc1)N/N=C/c1cc(Br)ccc1O	4[fluorescence artefact?]	5	9	-8	6	24	4	0	-39
CC1CN(S(=O)(=O)c2cccs2)CC(C)O1 (centres undefined)	9[fluorescence artefact?]	1	4	-5	-4	-2	1	0	-1
O=C(CCN1CCN(C/C=C/c2ccccc2)CC1)Nc1ccc(Cl)cc1	28[fluorescence artefact?]	-1	0	32	11	2	11	-1	34
Cc1nnc(SCC(=O)Nc2ccc3c(c2)OCCO3)n1CC1CCCO1 (centres undefined)	0	1	-1	-5	-11	-2	-9	0	7
O=C(N1CCOCC1)N1CCC(n2nnc3cc(F)ccc32)CC1	-16	-1	0	-6	-10	1	-11	-1	0
Cn1c(=O)c2c(nc(OCC3COC(C)(C)O3)n2Cc2ccccc2F)n(C)c1=O (centres undefined)	-3	2	-2	-2	3	1	-7	0	-6
Oc1ccc(/C=C/c2ccnc3ccccc23)cc1	13[fluorescence artefact?]	6	-9	-6	21	-31	16	-3	-5
O=C(Cc1ccccc1)Nc1ccc(NC(=O)c2cccs2)cc1Cl	-3	18	-2	-12	2	1	-7	-2	-2
Cc1cc(C)c2c(=O)[nH]c(SCc3ccccc3C)nc2n1	2	-11	-3	-2	-5	2	-4	-1	-13
O=S(=O)(c1ccccc1Oc1ccc(Cl)cc1Cl)N1CCCCC1	4	-4	0	-4	2	0	-7	-2	-5
CC1=C(C(=O)Nc2ccccc2C)C2(CCCCC2)C(C(N)=O)C(=S)N1 (centres undefined)	7	1	5	0	9	1	4	-2	-6
C/C(NCC(C)(C)CN(C)C)=C(/C#N)C(=O)NCc1ccccc1	10	-1	0	2	-2	-3	1	-3	3
CCc1ccc(S(=O)(=O)Nc2cccc(-c3ccc4nncn4n3)c2)s1	-3	30	-3	-6	6	-3	-3	0	-11
CC(=O)N1CCN(Cc2nc3cc(NC(=O)c4cccc(Br)c4)ccc3n2C)CC1	-3	18	0	-7	7	3	9	-1	1
Cc1ccc(Sc2oc(/C=N/n3cnnc3)cc2Br)cc1	-8	2	0	1	7	-3	-12	-2	0
c1ccc(-c2ccc(CN3C[C@@H]4C(c5ccccc5)C5(c6cccnc6)CC4(C5)[C@H]3c3ccccc3)cc2)cc1 (some centres undefined)	-1	29	0	-2	5	2	0	nt	4
O=S(=O)(c1ccc(F)cc1)c1nc(-c2ccco2)oc1Nc1ccccc1	-6	0	-2	-10	-1	1	-5	-1	-18
